# Screening data: PubChem BioAssay, several laboratories
# Scp1 inh – inhibitors of human Scp-1 phosphatase; AID 493091; 0.88% of 340,000 active; Q9GZU7; Recombinant Scp1, phosphopeptide, malachite green phosphate absorbance; inhibition, % at 20 µM;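 active = inhibition above about 50% at 20 µM, limit read from the data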;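 note: plate controls were DMSO wells with enzyme for no effect and wells lacking enzyme for full effect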
# Target sequence (Q9GZU7 76-261 limits assumed): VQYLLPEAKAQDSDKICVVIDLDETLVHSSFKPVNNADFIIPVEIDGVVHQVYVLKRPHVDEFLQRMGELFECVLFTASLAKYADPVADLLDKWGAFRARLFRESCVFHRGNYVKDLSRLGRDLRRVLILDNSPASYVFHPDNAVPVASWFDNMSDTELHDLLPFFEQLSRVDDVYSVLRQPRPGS
#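 System: truncated SCP-1 phosphatase (76-261aa); medium: Tris acetate buffer pH 5.5 with MgCl2 and Tween-20; incubation: 45 min room-temperature reaction, 5 min colour, 30 min stabiliser; compound: single 20 µM dose, 1% DMSO; reagent: Phosphorylated 17-residue peptide substrate; read-out: % inhibition at 20 µM; technique: colorimetric free-phosphate detection, absorbance 630 nm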
# E coli Lon inh – inhibitors of E. coli Lon protease. purified E. coli Lon protease, fluorescence polarization. P0A9M0. AID 602123. 0.42% of 360,000 active. inhibition, % at 7.94 µM; in the data active = inhibition above about 13%, passing the limit was not always enough;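 note: 0% = enzyme with probe and DMSO and 100% = no enzyme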
# DNMT1 block – blocks human DNA methyltransferase DNMT1; DNMT1 molecular beacon, Hinp1I cleavage, fluorescence; inhibition (reported as % activation of signal), % at 10 µM; 0.83% of 360,000 active; in the data active = inhibition above about 50%
# SUMO1 PPI mod – SUMO1-SIM interaction modulation; P63165; SUMO1 binding to a labelled peptide, TR-FRET, 1 h; AID 602429; inhibition, % at 20 µM; 0.33% of 360,000 active; in the data active = inhibition above about 37%
# Target sequence (P63165 whole entry, looked up): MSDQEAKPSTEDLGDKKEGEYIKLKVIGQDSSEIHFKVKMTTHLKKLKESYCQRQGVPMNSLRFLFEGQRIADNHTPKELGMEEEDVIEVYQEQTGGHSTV
# TbMetRS inhib – Trypanosoma brucei MetRS inhibition; purified T. brucei MetRS, ATP depletion, Kinase-Glo luminescence; AID 624268; 0.4% of 360,000 active; inhibition, % at 11.9 µM;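 active = inhibition above a per-plate cutoff of the control wells' mean inhibition plus 3 SD, cut at about 5.5% in these data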;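 note: 0% = DMSO wells median and 100% = median of wells with control inhibitor compound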
#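 Dosing: 11.9 µM compound single dose, 0.9% DMSO; Assay system: purified T. brucei MetRS enzyme; Measured by: Kinase-Glo luciferase luminescence reporting remaining unconsumed ATP; Schedule: 15 min plus 2 h at 25 °C.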
# NRP1-CendR mod – NRP-1/CendR interaction modulation | O14786 | FAM-RPARPAR peptide binding to NRP-1, fluorescence polarization | inhibition, % at 25 µM | 0.85% of 360,000 active | AID 602438;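 active = inhibition or corrected inhibition above about 18%, plus a signal ratio from 0.5 to 1.5, limit read from the data, passing the limit was not always enough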; note: strong numbers were not always called active
# STEP block – STEP (human) phosphatase inhibition. P54829. recombinant STEP, OMFP fluorogenic substrate, fluorescence. inhibition, % at 20 µM. 0.25% of 360,000 active;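 active = inhibition at 20 µM, scaled per plate between control wells, above about 37%, limit read from the data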;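 note: 0% = DMSO with enzyme and substrate and 100% = substrate only without enzyme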
# Target sequence (P54829 whole entry, looked up): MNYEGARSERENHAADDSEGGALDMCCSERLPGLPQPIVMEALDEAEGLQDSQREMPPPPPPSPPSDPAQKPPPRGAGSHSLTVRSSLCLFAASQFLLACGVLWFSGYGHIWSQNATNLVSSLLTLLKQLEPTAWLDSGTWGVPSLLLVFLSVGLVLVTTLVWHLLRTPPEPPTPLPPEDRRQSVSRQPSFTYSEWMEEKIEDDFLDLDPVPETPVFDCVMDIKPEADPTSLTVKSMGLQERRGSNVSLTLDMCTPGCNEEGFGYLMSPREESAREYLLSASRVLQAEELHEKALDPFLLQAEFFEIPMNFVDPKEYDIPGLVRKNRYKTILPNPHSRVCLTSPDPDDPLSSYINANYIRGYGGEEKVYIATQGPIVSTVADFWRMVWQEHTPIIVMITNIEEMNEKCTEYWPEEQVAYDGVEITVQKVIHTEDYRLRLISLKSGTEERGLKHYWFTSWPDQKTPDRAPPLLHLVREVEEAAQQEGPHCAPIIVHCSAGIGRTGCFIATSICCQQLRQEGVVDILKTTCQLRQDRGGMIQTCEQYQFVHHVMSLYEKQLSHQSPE
#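 System: isolated STEP enzyme; schedule: 20 min enzyme reaction at room temperature, protected from light; medium: Bis-Tris buffer pH 6.0, 2.5 mM DTT, 0.005% Tween 20; signal: fluorescence, 480/540 nm; dosing: single compound dose of 20 µM, 1% DMSO final; also added: OMFP substrate, 25 µM final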
# bovine MsrA act – activators of bovine methionine sulfoxide reductase A; 0.3% of 360,000 active; activation, % at 10.6 µM; AID 602163; purified bovine MsrA, absorbance read-out; in the data active = activation above about 7.5%;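 note: 0% = vehicle and 100% = reference activator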
# MsrA inh – inhibits bovine methionine sulfoxide reductase A; purified bovine MsrA, absorbance read-out; inhibition, % at 15.5 µM; 0.75% of 360,000 active; AID 651718; in the data active = inhibition above about 4.5%;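 note: 0% = vehicle wells with enzyme and 100% = reference inhibitor wells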
# LMPTP inh – LMPTP (human) inhibition; inhibition, % at 20 µM; recombinant LMPTP-A, OMFP fluorogenic substrate, fluorescence intensity; 0.22% of 360,000 active; P24666; AID 651560;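 active = compounds that cut the enzyme signal by at least half of the control window in the single-dose screen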;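 note: plate controls were DMSO wells with enzyme plus substrate for no effect and substrate without enzyme for full effect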
# Target sequence (P24666 whole entry, looked up): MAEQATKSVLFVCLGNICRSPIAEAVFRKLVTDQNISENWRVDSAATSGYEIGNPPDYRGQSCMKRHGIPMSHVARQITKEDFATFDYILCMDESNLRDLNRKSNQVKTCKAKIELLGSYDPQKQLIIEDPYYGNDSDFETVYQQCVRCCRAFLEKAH
#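 test system = LMPTP-A | amount = 0.625 nM LMPTP-A final | reagent = fluorogenic phosphatase substrate OMFP at 400 µM final | incubation = 50 min at room temperature | benchmarks = no-enzyme low control, uninhibited high control | medium = Bis-Tris pH 6.0, DTT, detergent | signal = fluorescence intensity of OMFP turnover product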
# * marks the source's active call; other numbers are inactive results; / = no result given.
# Values in the order – Scp1 inh | E coli Lon inh | DNMT1 block | SUMO1 PPI mod | TbMetRS inhib | NRP1-CendR mod | STEP block | bovine MsrA act | MsrA inh | LMPTP inh
COc1ccc(C(CNC(=O)Cn2c(=O)oc3ccccc32)N(C)C)cc1 (stereo not drawn)
    -9 | 0 | 1 | 2 | -0.1 | 10 | 1 | -2 | 0.3 | -0.1
O=C(N1CCCCC1)N1CCN(C(=O)N2CCCCC2)CC1
    3 | -14 | 0 | 1 | -0.7 | 0 | -1 | -8 | 0.3 | -1.3
COc1ccc(-c2cc(-c3nnc(COC(=O)c4ccncc4)o3)c3ccccc3n2)cc1OC
    -7 | -1 | -6 | -18 | -0.3 | -8 | 1 | -3 | -0.5 | 1.6
CCCc1nc2c(sc3nc4c(cc32)COC(C)(C)C4)c(=O)n1CCN(C)C
    -2 | -4 | 2 | -3 | -0.9 | -13 | 4 | -3 | 0.0 | -2.6
CSc1cccc(NC(=O)CNC(=O)c2ccc3c(c2)OCO3)c1
    -9 | -3 | 1 | 0 | 0.1 | -7 | -2 | 0 | -0.8 | -2.0
O=C(Nc1c2c(nn1-c1cccc(Cl)c1)CS(=O)(=O)C2)c1cccs1
    -1 | -13 | 2 | 4 | 1.9 | 12 | -5 | -11 | 1.1 | -0.3
CCOC(=O)N1CCN(c2c(Nc3ccc4c(c3)OCCO4)c(=O)c2=O)CC1
    -6 | 8 | -1 | -5 | -0.9 | -6 | 2 | -3 | 3.0 | -0.3
CN(C)S(=O)(=O)N1CCC(Oc2ccc(C(=O)N3CCCCCC3)cc2)CC1
    / | 17 | -2 | -3 | -0.1 | -7 | -1 | -4 | -1.0 | -2.3
Cc1noc(C)c1CSCC(=O)OCc1nnc(-c2ccc([N+](=O)[O-])cc2)o1
    -5 | -11 | -1 | -37 | -0.3 | -1 | 4 | -2 | 0.2 | -0.4
COc1ccc2c(c1)c(CC(=O)Nc1nnc(C3CC3)s1)c(C)n2C(=O)c1ccc(Cl)cc1
    -1 | 0 | 14 | 0 | 0.5 | -28 | 2 | -1 | -0.7 | 1.9
C[C@@H]1CCCCCCCCC(=O)OCCN[C@H](C)CCCCCCCCC(=O)OCCN[C@H](C)CCCCCCCCC(=O)OCCN1
    4 | 3 | -6 | -72 | -0.4 | 0 | -2 | -4 | / | 8.5
O=C(c1ccc(CS(=O)(=O)c2ccc(Br)cc2)o1)N1CCN(c2ncccn2)CC1
    -3 | 5 | 2 | -1 | 0.0 | 3 | -1 | 0 | -0.6 | -0.4
CC1CCc2c(sc(NC(=O)Cn3cnc([N+](=O)[O-])n3)c2C(N)=O)C1 (stereo not drawn)
    -5 | -3 | -5 | -17 | -1.4 | -4 | 0 | -5 | -0.9 | -0.8
CCC1Oc2ccc(C)cc2N(CC(=O)N(Cc2ccc3c(c2)OCO3)CC2CCCO2)C1=O (stereo not drawn)
    -3 | -7 | -2 | -1 | -0.8 | -2 | 3 | -1 | 0.4 | 0.6
COC(=O)c1ccc2nc(Nc3nc4ccc(F)cc4s3)sc2c1
    -5 | 0 | -13 | -1 | 0.2 | -18 | -2 | -4 | 1.9 | 0.6
Cc1ccc(C)c(C(=O)COc2ccccc2[N+](=O)[O-])c1
    -8 | -1 | -3 | -8 | -0.6 | -2 | 0 | -6 | 0.4 | 0.0
COc1ccc(S(=O)(=O)N2CCCCC2c2cc(C(=O)Nc3ccc4c(c3)OCO4)no2)cc1 (stereo not drawn)
    / | 11 | -2 | -1 | -0.1 | -11 | -2 | -11 | -0.6 | 2.2
Cc1ccc(N2CCN(C3=NC(=O)/C(=C\c4cn[nH]c4-c4ccccc4)S3)CC2)cc1
    4 | -5 | -3 | -2 | -0.5 | 4 | 1 | -3 | 1.3 | -0.9
CCCc1c(C(=O)N/N=C(\C)c2cc(C)sc2C)nnn1-c1nonc1N
    / | -18 | 4 | -4 | 0.2 | -4 | -3 | -6 | 1.0 | -2.0
O=[N+]([O-])c1cccc(COc2ccc(CN3CCOCC3)cc2)c1
    0 | -5 | 8 | -31 | -1.6 | 1 | 2 | -5 | 0.5 | -1.7
CCOC(=O)[C@]12CCCC=C1N(CCc1ccc(OC)c(OC)c1)C(=O)[C@H](CC(=O)NCc1ccc(C)o1)C2
    / | / | / | 6 | 0.0 | 9 | / | / | -0.7 | -0.4
CC(C)C(c1nnnn1C1CCCC1)N1CCCc2ccccc21 (stereo not drawn)
    -13 | -10 | -1 | -5 | 0.1 | -11 | 2 | 3 | -0.7 | 1.3
CN1CCN(/N=C/c2ccc(N(c3ccccc3)c3ccccc3)cc2)CC1
    -7 | -4 | -1 | -45 | 0.5 | 0 | 8 | -1 | 0.6 | -3.4
NC(=O)CCN1CCC(c2nc3ccccc3s2)CC1
    2 | -1 | -1 | -3 | -0.6 | 9 | 0 | -3 | 0.3 | -0.7
CCn1c(CNC(=O)Cc2ccc(OC)cc2)nnc1SCC(=O)c1ccc(Br)cc1
    -4 | 0 | -1 | 3 | -0.9 | -6 | 2 | -8 | / | -0.1
COc1cc(NC(=O)c2ccc(CNc3c(N4CCCC4)c(=O)c3=O)cc2)cc(OC)c1OC
    -6 | 3 | -1 | 49* | 0.2 | 3 | 0 | -3 | -0.7 | 1.3
O=C(Nc1nc(N2C(=O)c3ccccc3C2=O)n(-c2ccccc2)n1)c1ccc(F)cc1
    -12 | 8 | 1 | 3 | 0.4 | -14 | 3 | -2 | 1.0 | -1.1
CC(C)C[C@@]12C(=O)N(c3ccc(Br)cc3)C(=O)N1[C@H](c1ccc(Br)cc1)[C@@H]1C(=O)N(C(C)(C)C)C(=O)[C@@H]12
    -8 | 4 | -18 | 3 | -0.3 | 0 | -3 | -6 | 0.2 | 1.0
Cc1ccc(C(=O)NC(C)CCc2ccccc2)cc1[N+](=O)[O-] (stereo not drawn)
    -10 | -4 | -4 | -10 | 0.0 | 2 | 2 | -2 | 2.0 | 0.2
CC(=O)N1CCC(N(C(=O)Nc2ccc(F)cc2)C2CCCC2)CC1
    7 | -8 | -1 | 5 | -0.6 | 4 | 1 | -4 | -0.1 | -1.0
CC(C)(C)c1cc(Br)ccc1OCC(=O)Nc1ncn[nH]1
    4 | -8 | -3 | 2 | -0.7 | -4 | -6 | -2 | -0.4 | 0.5
CCOc1ccc(NC(=O)Nc2ccc3c(c2)nc(C)n3C)cc1
    -7 | -6 | 3 | 1 | -1.2 | 10 | 1 | -9 | -1.1 | 0.5
COc1ccc(Nc2ncc3c(n2)CC(c2ccc(OC)cc2)CC3=O)cc1 (stereo not drawn)
    -2 | 6 | -5 | -2 | -1.0 | 1 | -2 | -4 | -0.3 | 2.0
CC(Oc1ccc(F)cc1Br)c1nc2ccccc2c(=O)[nH]1 (stereo not drawn)
    2 | -2 | 5 | 4 | -0.1 | -1 | 8 | -2 | 0.2 | 3.5
CCCc1sc(C(=O)Nc2nnc(C3CC3)s2)cc1CC
    1 | 8 | 5 | 4 | -0.2 | -11 | -1 | -6 | -1.0 | -1.3
CCOC(=O)c1c(-c2cccc([N+](=O)[O-])c2)csc1NC(=O)C1CC1
    -2 | -1 | -17 | -14 | -0.6 | -3 | 5 | -9 | 1.8 | 3.1
CC(CNC(=O)CCCn1c(=O)c2cccn2c2cccnc21)c1ccccc1 (stereo not drawn)
    / | 5 | 1 | 3 | 0.7 | -8 | -1 | -1 | 3.2 | -0.3
Cn1c(NCc2ccco2)nc2ccccc21
    -4 | -3 | -1 | 0 | 0.1 | 17 | -4 | 0 | -0.3 | -0.2
CCC1CCCCN1CCCNC(=O)Cn1cc2c(n1)-c1c(oc(C(=O)N3CCCC3)c1C)CC2 (stereo not drawn)
    4 | -6 | -5 | -7 | -0.7 | -5 | 1 | -11 | 0.0 | 2.8
CC(NC(=O)Nc1ccccc1)C(c1cccs1)N1CCN(C)CC1 (stereo not drawn)
    -8 | -9 | 0 | 1 | 0.5 | 2 | 1 | -2 | 0.9 | -1.5
Cc1cc(C)n(C(=O)CNC(=O)c2cccc(Cl)c2)n1
    9 | 3 | 1 | -2 | -0.8 | -6 | -2 | -2 | -0.1 | -0.8
O=C(CN1CCN(c2ccc(C(F)(F)F)cn2)CC1)NCc1ccc2c(c1)OCO2
    -7 | -6 | -1 | 2 | 0.8 | 3 | 5 | 1 | 1.7 | -0.3
CSCCC(NC(=O)c1ccco1)C(=O)NCC(C)(C)N1CCOCC1 (stereo not drawn)
    2 | -9 | 10 | -3 | -0.2 | -2 | -2 | -1 | -0.5 | -0.3
COc1ccc(C(=O)Nc2ncccc2C)cc1S(=O)(=O)N1CCOCC1
    -3 | -3 | 3 | 3 | -0.3 | 6 | 2 | -2 | -1.8 | -0.1
CC(C)c1ccc(NC(=O)C2CCN(S(=O)(=O)c3ccc4c(c3)C(C)(C)C(=O)N4C)CC2)cc1
    -12 | -4 | -1 | 4 | -0.7 | -1 | 0 | -1 | -0.8 | 1.1
CCOC(=O)c1cc(C(=O)NC(C)c2ccccc2)c(C)[nH]c1=O (stereo not drawn)
    -6 | 6 | -2 | 1 | -0.3 | -4 | -4 | -2 | 0.5 | 0.8
O=C(NCCNC(=O)c1cc(OCC(F)(F)F)ccc1OCC(F)(F)F)Nc1cccc(C(F)(F)F)c1
    -13 | 2 | -12 | 3 | 0.6 | -1 | -2 | 0 | 0.7 | 2.3
Cc1cccc(CN2CCC(CNC(=O)CSc3cc(=O)n(C)c4cc(Cl)ccc34)CC2)c1
    -13 | 5 | 0 | 3 | 0.7 | 10 | 4 | -4 | 1.3 | -0.1
Cc1ccc(OCC(=O)Nc2ccccc2C(=O)N2CCCCC2)cc1
    -6 | 8 | -2 | -1 | -0.2 | -2 | 0 | -2 | -1.2 | -0.2

# Retrieved by structure from the list above:
# Values in the order – Scp1 inh | E coli Lon inh | DNMT1 block | SUMO1 PPI mod | TbMetRS inhib | NRP1-CendR mod | STEP block | bovine MsrA act | MsrA inh | LMPTP inh
CCOC(=O)c1cc(C(=O)NC(C)c2ccccc2)c(C)[nH]c1=O (stereo not drawn)
    -6 | 6 | -2 | 1 | -0.3 | -4 | -4 | -2 | 0.5 | 0.8
Cc1cc(C)n(C(=O)CNC(=O)c2cccc(Cl)c2)n1
    9 | 3 | 1 | -2 | -0.8 | -6 | -2 | -2 | -0.1 | -0.8
O=C(NCCNC(=O)c1cc(OCC(F)(F)F)ccc1OCC(F)(F)F)Nc1cccc(C(F)(F)F)c1
    -13 | 2 | -12 | 3 | 0.6 | -1 | -2 | 0 | 0.7 | 2.3
O=C(CN1CCN(c2ccc(C(F)(F)F)cn2)CC1)NCc1ccc2c(c1)OCO2
    -7 | -6 | -1 | 2 | 0.8 | 3 | 5 | 1 | 1.7 | -0.3
Cc1cccc(CN2CCC(CNC(=O)CSc3cc(=O)n(C)c4cc(Cl)ccc34)CC2)c1
    -13 | 5 | 0 | 3 | 0.7 | 10 | 4 | -4 | 1.3 | -0.1
COc1ccc(C(=O)Nc2ncccc2C)cc1S(=O)(=O)N1CCOCC1
    -3 | -3 | 3 | 3 | -0.3 | 6 | 2 | -2 | -1.8 | -0.1
